# CHO-K1 Ca antag = counter-screen for M1 antagonists: effect in parental CHO-K1 cells; ATP-induced calcium, Fluo-8 fluorescence; inhibition, % at 3 µM; 0.6% of 360,000 active; AID 602250;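 active = inhibition above a per-plate cutoff, the plate's mean sample inhibition plus 3 SD, cut at about 24% in these data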;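 note: 0% = DMSO plus EC80 ATP and 100% = DMSO alone without ATP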
# M1 PAM parental = nonselective calcium activators in parental CHO-K1 cells, primary screen, counter-screen for M1 PAM project, cell-based, Fluo-8 calcium fluorescence, full deck, 1536-well | ATP EC20; 0% at ATP EC20, 100% at ATP max | activation, % at 3 µM | 0.02% of 360,000 active | AID 602247, 2012;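 active = activation above the run cutoff, the mean activation of all test compounds plus 3 SD, cut at about 40% in these data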;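 note: peak over basal fluorescence ratio in a 140 s read after ATP addition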
# CHRM1 agonist = human M1 muscarinic receptor agonists, primary screen, Fluo-8 calcium fluorescence, CHO-K1 cells, HTS. Muscarinic acetylcholine receptor M1 (Homo sapiens), P11229. CHO-K1 hM1, agonist mode; 0% DMSO, 100% acetylcholine EC100. activation, % at 3 µM. 0.33% of 360,000 active. AID 588814, 2011;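 active = activation above the run's mean compound activation plus 3 SD, cut at about 16% in these data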;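 note: peak over basal fluorescence ratio within a 140 s kinetic read after compound addition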
# Target sequence (P11229 whole entry, looked up): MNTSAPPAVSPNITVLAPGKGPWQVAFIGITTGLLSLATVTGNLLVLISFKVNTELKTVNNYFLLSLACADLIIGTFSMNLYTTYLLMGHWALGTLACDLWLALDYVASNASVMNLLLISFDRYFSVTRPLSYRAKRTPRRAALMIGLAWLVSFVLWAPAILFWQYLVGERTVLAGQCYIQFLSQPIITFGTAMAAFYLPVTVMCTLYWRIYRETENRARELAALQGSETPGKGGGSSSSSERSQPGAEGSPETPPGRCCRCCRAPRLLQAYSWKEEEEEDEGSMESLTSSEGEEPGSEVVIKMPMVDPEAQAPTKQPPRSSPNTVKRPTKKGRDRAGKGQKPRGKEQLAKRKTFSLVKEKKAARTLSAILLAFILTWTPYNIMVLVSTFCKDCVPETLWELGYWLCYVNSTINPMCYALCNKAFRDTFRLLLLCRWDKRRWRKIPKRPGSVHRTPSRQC
# CHO parental Ca = ATP-evoked calcium signal inhibitors, parental CHO, primary screen, counter-screen for OX1R antagonist project, cell-based, fluorescence, Fluo-8 calcium dye; parental CHO-K1, ATP-induced calcium, Fluo-8 fluorescence; inhibition, % at 5.6 µM; 0.63% of 330,000 active;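 active = inhibition above that plate's mean sample inhibition plus 3 SD, cut at about 26% in these data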;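 note: 0% = ATP-challenged DMSO wells and 100% = DMSO wells without ATP; some compounds past the cut are filed as inactive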
#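 Material: parental CHO cells / Compound: single nominal dose of 5.6 µM per compound / Signal: Fluo-8 fluorescence / Replicates: singlicate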
# V1aR counter = agonists of human V1a receptor, primary screen, counter-screen for OXTR agonist project, fluorescence, CHO-V1R cells; Vasopressin V1a receptor (Homo sapiens), P37288; Fluo-8 calcium fluorescence, agonist mode; 0% DMSO, 100% 3 nM vasopressin; activation, % at 3 µM; 0.25% of 320,000 active;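 active = activation above the mean activation of all tested compounds plus 3 SD, per screening run, cut at about 20% in these data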;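 note: signal is peak over basal fluorescence ratio across a 100 second FLIPR read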
# M1 ag parental = counter-screen for M1 agonists: effect in parental CHO-K1 cells; 0.48% of 360,000 active; Fluo-8 calcium fluorescence; scaled to maximal ATP response, vehicle zero; activation, % at 3 µM; AID 602248, 2012; in the data active = activation above about 15%;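 note: untransfected CHO-K1 host cells lacking M1 receptor as counterscreen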
# OXTR potentiate = human OXTR potentiators, primary screen, fluorescence, CHO-OTR cells, Fluo-8 calcium. Oxytocin receptor (Homo sapiens), P30559. activation, % at 3 µM. Fluo-8 calcium fluorescence, potentiator mode; 0% = oxytocin EC15, 100% = EC100. 0.061% of 320,000 active;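 active = activation above that plate's cutoff, the mean activation of tested compounds plus 3 SD, cut at about 6.6% in these data, passing the limit was not always enough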;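 note: 100% uses oxytocin at 75 nM as the full agonist control; some results filed as inactive read as strong as hits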
# Target sequence (P30559 whole entry, looked up): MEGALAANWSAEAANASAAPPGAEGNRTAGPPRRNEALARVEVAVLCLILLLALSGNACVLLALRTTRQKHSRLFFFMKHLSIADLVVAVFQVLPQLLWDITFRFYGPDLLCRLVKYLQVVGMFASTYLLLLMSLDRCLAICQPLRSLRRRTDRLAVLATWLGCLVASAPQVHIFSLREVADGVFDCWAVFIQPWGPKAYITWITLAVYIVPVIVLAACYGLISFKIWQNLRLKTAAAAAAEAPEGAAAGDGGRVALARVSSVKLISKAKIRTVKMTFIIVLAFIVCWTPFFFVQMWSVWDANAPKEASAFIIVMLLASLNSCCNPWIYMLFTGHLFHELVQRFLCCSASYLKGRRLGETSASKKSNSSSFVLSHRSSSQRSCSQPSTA
#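 Material: CHO-OTR cells, human receptor; compound dosing: single dose, 3.0 µM nominal final compound concentration; schedule: 6 min compound pre-incubation at room temperature, 100 s kinetic read; measured by: kinetic Fluo-8 calcium fluorescence; read-out basis: % activation vs EC15 and EC100 oxytocin; controls: EC15 oxytocin alone as 0%, 75 nM oxytocin as 100%; replicates: singlicate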
# TAAR1 antag = human TAAR1 antagonists, primary screen, Fluo-8 calcium fluorescence, CHO RD-HGA16 cells. antagonist. inhibition, % at 3 µM. Trace amine-associated receptor 1 (Homo sapiens), Q96RJ0. 1.5% of 360,000 active;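 active = inhibition above a per-plate cutoff, the mean inhibition of test compounds on that plate plus 3 SD, cut at about 49% in these data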;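 note: 0% = DMSO plus EC80 beta-PEA response and 100% = DMSO alone without agonist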
#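 Test system: CHO RD-HGA16 cells bearing hTAAR1 | Reagent: β-PEA, EC80 | Compound dosing: 3 µM, single point | Schedule: Dye loading 75 min at 37 °C, then 30 min room temperature | Signal: Calcium fluorescence with Fluo-8 | Evaluation: Percent inhibition of PEA-evoked calcium signal, max/basal emission ratio | Control set: DMSO-only wells and EC80 β-PEA-stimulated wells | Repeats: Singlicate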
# TAAR1 ag = human TAAR1 agonists, primary screen, Fluo-8 calcium fluorescence, CHO RD-HGA16 cells; AID 624467, 2012; 0.99% of 360,000 active; Trace amine-associated receptor 1 (Homo sapiens), Q96RJ0; activation, % at 3 µM; vehicle wells 0%, saturating PEA agonist 100%;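 active = activation above the mean activation of all test compounds in the run plus 3 SD, cut at about 38% in these data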
#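 test system = CHO RD-HGA16 cells carrying human TAAR1 plus Gα16 | schedule = 17-24 h seeding, 75 min 37 °C dye, 30 min RT | compound dosing = 3 µM single concentration | control set = DMSO and PEA EC100 | replicates = n 1 | signal = Fluo-8 fluorescence, 5 s baseline then 140 s kinetic read | measure = percent activation vs PEA EC100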
# Active calls of the source: *; nt = not tested or not shown; & = joins results of further samples; ! = repeats disagree. Some of the compounds tested; the hit share may differ from the screen's.
nr	SMILES	CHO-K1 Ca antag	M1 PAM parental	CHRM1 agonist	CHO parental Ca	V1aR counter	M1 ag parental	OXTR potentiate	TAAR1 antag	TAAR1 ag
1	O=[N+]([O-])c1ccccc1CNCCc1c[nH]c2ccccc12	16	-1	-4	2	-0.6	0.2	-3	-18	5
2	N#Cc1c(/N=C/c2c(O)n(Cc3ccco3)c(=O)[nH]c2=O)sc2c1CCCC2	-1	1	-5	-8	2.5	0.9	0	-8	3
3	N#CCCn1cc(C=C2C(=O)NC(=O)NC2=O)c(-c2ccccc2)n1	3	-7	0	4	-0.2	0.2	-4	1	-1
4	COc1cccc(-c2nn(CCC#N)cc2C(=O)Nc2ccccc2Cl)c1	-7	-6	-1	nt	nt	0.1	nt	12	0
5	COc1cc2c(cc1OC)C(C(=O)NCCC(C)C)C1CCCCN1C2=O (stereo not drawn)	-6	20	-3	-9	0.4	0.5	-5	2	-1
6	Cc1cc(Cl)ccc1OCC(=O)N1CCN(C)CC1	15	-5	-4	-11	1.2	-0.3	-6	-2	-1
7	NCCc1c(Cc2ccccc2)[nH]c2ccccc12	-4	11	-5	-15	0.1	0.9	-11	-12	5
8	CCC(C)C(=O)N[C@@H](c1ccccc1)[C@@H](O)C(=O)O[C@H]1C[C@@]2(O)[C@@H](OC(=O)c3ccccc3)C3[C@](C)(C(=O)[C@H](OC(C)=O)C(=C1C)C2(C)C)[C@@H](O)C[C@H]1OC[C@@]31OC(C)=O (stereo partly drawn)	-2	10	-5	-14	1.0	0.2	-6	-21	2
9	COC(=O)C1=C(c2cccc(OCc3ccccc3)c2)C[C@@H]2CC[C@H]1N2C(=O)NCc1cccc(C(F)(F)F)c1	-16	1	-5	-11	4.1	1.0	-9	22	12
10	CC1CN2C(=O)C1(c1ccccc1)C(=O)NC2=S (stereo not drawn)	-2	11	-1	nt	nt	0.2	nt	-17	2
11	O=C1NC(=S)N(C2CC2)C(=O)/C1=C/c1ccc2c(c1)CCN2CCCCl	-8	-1	-7	3	-0.2	0.2	1	2	1
12	O=C(Cc1cc(=O)oc2cc(O)ccc12)NN=Cc1ccc(N(CCCl)CCCl)cc1	8	2	0	nt	nt	-0.7	nt	-33	0
13	COc1ccc(-n2c(/C=C3/C(=O)Nc4ccccc43)nc3ccccc3c2=O)cc1	3	12	-2	-14	0.6	1.1	-8	9	5
14	COC(=O)C1=C(c2ccc(S(C)(=O)=O)cc2)C[C@@H]2CC[C@H]1N2C	-12	10	-8	-9	0.7	0.7	-4	-6	20
15	Cc1ccc2c(c1)N(CCC(=O)N1CCC3(CC1)OCCO3)C(=O)C(C)O2 (stereo not drawn)	0	-3	-2	nt	nt	0.4	nt	-5	0
16	COC(=O)C(Cc1ccc(N(CCCl)CCCl)cc1)N=Cc1ccccc1O (stereo not drawn)	-7	8	-4	-8	0.1	0.1	-17	41	-1
17	O=C(CNC1CCCCC1)N1CCC2(CC1)OCCO2	-28	2	-3	-1	0.3	0.6	-19	3	17
18	CC(=O)OC[C@]12CCC(C)=C[C@H]1O[C@@H]1[C@H](O)[C@@H](OC(C)=O)[C@@]2(C)[C@]12CO2	-13	-3	-3	2	-0.4	0.4	-6	-13	3
19	Nc1cc(C(=O)Nc2ccc(Cl)cc2)ccc1N1CC2CC(C1)c1cccc(=O)n1C2 (stereo not drawn)	-4	3	-2	-18	1.2	0.5	-5	-20	2
20	Brc1cc2c(cc1CN1CCN(c3ccccc3)CC1)OCCO2	-10	6	-4	3	0.6	0.1	1	2	6
21	O=C(CNC(=O)c1ccccc1Cl)Nc1ccc(Br)cc1C(=O)c1ccccc1	-1	13	-7	-14	-0.1	1.4	-11	0	4
22	c1ccc2c(c1)CNCc1cnnn1-2	-6	22	-6	nt	nt	0.3	nt	-4	2
23	CCc1nc2ccc(Br)cc2c(=O)n1-c1ccccc1C(F)(F)F	-9	4	-5	-24	9.9	-0.3	-9	1	22
24	Cc1ccnc(-n2c(-c3ccco3)nc3ccccc3c2=O)c1	-7	28	-6	-18	0.4	1.7	-7	3	0
25	COc1cc(CC(C)N)c(OC)cc1I (stereo not drawn)	-16	32	9	-5	-0.4	1.7	-5	-10&-16	40*!
26	COc1ccc(C(=O)c2nc3ccccc3n2C(C)C)cc1OC	-10	13	-3	-22	-0.6	-1.4	-16	-2	4
27	CCOC(=O)[C@]12Cc3ccccc3[C@H]1N(Cc1ccccc1)C(=O)c1ccccc12	-21	23	-9	nt	nt	0.0	nt	-19	4
28	CC(C)n1cc(C(=O)N(CC(=O)NC(C)(C)C)Cc2ccccc2)cn1	-12	6	-5	-20	-0.1	0.1	-4	-7	6
29	O=C1/C(=C\c2ccccc2)C2OCC=C3CN4CCC56c7ccccc7N1C5C2C3CC46 (stereo not drawn)	-16	39	-7	-1	14	6.8	-5	-2	7
30	CC(=O)O[C@@H]1/C=C/[C@](C)(O)C[C@@H](C)C/C=C/[C@H]2[C@@H]3O[C@]3(C)[C@@H](C)[C@H]3[C@H](Cc4ccccc4)NC(=O)[C@@]312	-7	2	-2	-12	1.4	1.9	2	nt	nt
31	COc1cccc(CNCCc2c[nH]c3ccccc23)c1OC	-2	-10	-5	-19	1.6	0.3	-17	-15	1
32	O=C(N/N=C/c1c(O)n(CCc2ccccc2)c(=O)[nH]c1=O)c1ccccc1O	5	15	-1	-9	0.7	1.2	-2	-17	8
33	Cc1ccc(CN2CCCC(C(=O)c3ccc4c(c3)OCO4)C2)cc1C (stereo not drawn)	-15	23	-7	4	0.0	1.4	-4	13	5
34	CC(c1ccccc1)[n+]1ccccc1 (stereo not drawn)	0	-7	-10	-2	1.4	0.3	3	15	29
35	CCOC(=O)c1c(C)n(CCN2CCN(C)CC2)c2ccc(OC)cc12	-11	23	-5	-3	0.1	0.1	0	nt	nt
36	Cc1ccc2nc(-c3ccc(CN4CCC(n5c(=O)[nH]c6ccccc65)CC4)cc3)c(-c3ccccc3)nc2c1	-17	2	nt	nt	nt	2.2	nt	42	0
37	CS(=O)(=O)N1Cc2ccccc2-n2nncc2C1	-5	7	-3	nt	nt	0.5	nt	3	0
38	CN(C(=O)CNC(=O)OCc1ccccc1)c1ccc(Br)cc1C(=O)c1ccccc1Cl	-8	15	-9	-24	1.8	0.4	-5	-3	3
39	O=C(CN1CC=C(c2ccccc2)CC1)Nc1cc(Cl)ccc1Cl	3	-6	-12	-16	-0.8	-0.4	-5	-12	2
40	CC=C(C)C(=O)OC1CCN2CC=C(COC(=O)C(O)(C(C)OC)C(C)(C)O)C12 (stereo not drawn)	-18	25	-2	nt	nt	0.5	nt	-3	0
41	COc1ccc(OC)c(/C=N/OC(=O)Nc2ccc(Cl)cc2)c1	-6	-6	-12	4	1.8	7.7	0	-4	21
42	CCC1(OC(=O)c2ccccc2)CC(C)N(C)CC1C (stereo not drawn)	-4	-6	-4	7	-0.2	0.6	-5	-3	7
43	CCCCn1c(=O)c(C(=O)Nc2ccccc2F)c(O)c2ccccc21	-6	4	1	12	0.7	-0.2	-10	-31	1
44	O=c1ccc2cc3ccoc3c(O)c2o1	13	-20	-1	4	0.8	3.8	-9	4	1
45	CC(=O)c1ccc(OC(NC(=O)c2ccco2)C(Cl)(Cl)Cl)cc1 (stereo not drawn)	-5	4	-2	3	1.1	0.5	0	-1	-1
46	CNC(=O)c1cccn(Cc2cccc(C(F)(F)F)c2)c1=O	-5	6	-1	-4	5.2	8.1	-1	18	5
47	O=C1NCN(c2ccccc2)C12CCN(C(c1ccccc1OC(F)(F)F)c1nnnn1C1CCCCC1)CC2 (stereo not drawn)	3	14	-4	nt	nt	0.1	nt	-12	0
48	CN1C(=O)c2ccccc2Sc2ccc(C(=O)N3CCC4(CC3)OCCO4)cc21	-8	5	-1	-9	0.4	0.5	-3	8	0
49	O=C1CN=C(c2cccc(Br)c2)c2cc(Br)ccc2N1	4	-33	0	-7	-1.8	0.1	-4	-6	-3
50	COc1ccccc1[As](=O)(O)CC(O)COc1ccc(Cl)cc1Cl (stereo not drawn)	nt	nt	nt	-10	0.1	nt	2	5	3

# Next results follow.
nr	SMILES	CHO-K1 Ca antag	M1 PAM parental	CHRM1 agonist	CHO parental Ca	V1aR counter	M1 ag parental	OXTR potentiate	TAAR1 antag	TAAR1 ag
51	COC(=O)CN1C(=O)CN=C(c2ccccc2Cl)c2cc(Br)ccc21	-12	8	-4	-12	-0.3	0.6	-9	-35	-1
52	O=C(/C=C/c1ccccc1)NCCc1cnc[nH]1	-6	16	-7	-7	-0.1	0.5	-3	-19	1
53	O=C1NC(=O)N(c2ccc3c(c2)OCO3)C(=O)/C1=C/c1ccc(N2CCCCC2)o1	-8	21	2	-2	11	4.1	-10	9	18
54	COC1=CC=C2[C@H]3Cc4ccc(OC)c5c4[C@@]2(CCN3C)[C@H]1O5	-12	-9	-4	0	1.1	0.7	-2	-2	5
55	C[C@@]12N[C@@H](Cc3ccccc31)c1ccccc12	-8&-3	14&12	-2&7	2	2.6	-0.2&0.7	2	-13&-4	2&2
56	COc1cc2[nH]c(C(=O)N3CCC4(CC3)OCCO4)cc2c(OC)c1OC	6	21	0	-20	-0.3	-0.7	-9	-2	1
57	Cc1c2cnn(CC(=O)N3CCC4(CC3)OCCO4)c(=O)c2c(C)n1Cc1ccccc1Cl	-11	14	-1	-1	-0.3	1.9	-6	-4	0
58	Cc1ccc2c(C)c3ccc4ccccc4c3c[n+]2c1	-10	16	-9	nt	nt	1.1	nt	-12	-1
59	COc1ccc(C(=O)N2CCC3(CC2)OCCO3)cc1	2	-10	1	-5	0.7	0.4	0	-9	3
60	COc1ccc(O)c2c(=O)c3c(OC)cc4c(c3oc12)C1C=COC1O4 (stereo not drawn)	4	3	-6	-10	0.2	-0.2	1	-19	-2
61	Cc1cc(OC(C)C(=O)NCC(O)c2ccccc2)c2c3c(c(=O)oc2c1)CCCC3 (stereo not drawn)	-13	13	-4	-29	3.3	3.8	-2	-9	-1
62	C=CCOC(=O)C1=C(C)OC(N)=C(C#N)C12C(=O)N(CN1CCOCC1)c1ccccc12 (stereo not drawn)	-15	21	-3	0	0.8	0.7	-2	-1	2
